# ATXN2 expr inh: inhibitors of ATXN2 expression. HEK-293 ATXN2-luciferase reporter, luminescence, 24 h. Potency, µM (series often up to 57 µM), without a hit: at the top dose activity change, negative = inhibition, usual class: inhibitors. 360,000 compounds, 0.72% hits. AID 1745845; note: potency is the fitted concentration of half-maximal effect; % is set by controls: 0 for no effect and ±100 for the full control effect; nearly all actives have a fitted effect of over 55% in size
#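 qHTS (up to 57 uM final) was run with 24 h compound exposure of reporter cells at 37 °C. Each well was multiplexed: SteadyGlo luminescence measured ATXN2-luciferase expression after a fluorogenic Gly-Phe-AFC viability readout (25 uM final).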
# SW480 rereplic: induces DNA re-replication in SW480 colon adenocarcinoma cells; AID 624297; 340,000 compounds, 1.8% hits; SW480 DNA re-replication, Hoechst DNA content imaging, 48 h; Potency, µM (doses to about 46.1 µM), inactives show at the highest dose re-replication activation, hits mostly activators; note: potency is the fitted concentration of half-maximal effect; % of control where 0% means no effect; nearly all actives have a fitted effect of over 55% in size
#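 Readout is total intensity of Hoechst-stained nuclei, excited at 405 nm and collected at 500-530 nm. Compound treatment lasted 48 hr at 37 C in 5% CO2 before staining.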
# S2 tox: viability counter-screen for ATXN expression inhibitors | S2 cells (HEK-293 line with an ATXN2-luciferase reporter) viability, CellTiter-Fluor protease fluorescence, 24 h | Potency, µM (titrated, usually from 56.7 µM), hits mostly cytotoxic | 400,000 compounds, 0.49% hits | AID 651635; note: potency is the fitted concentration of half-maximal effect; nearly all actives have a fitted effect of over 40% in size
# KB-3-1 cytotox: KB-3-1 parental cell cytotoxicity | 400,000 compounds, 1.4% hits | Potency, µM (top dose mostly 46.1 µM), inactives show at the highest dose activity change, negative = cytotoxic, usual class: cytotoxic | AID 1347075 | KB-3-1 viability, CellTiter-Glo ATP luminescence, 72 h; note: potency is the fitted concentration of half-maximal effect; % is set by controls: 0 for no effect and ±100 for the full control effect; nearly all actives have a fitted effect of over 60% in size
#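 Cytotoxicity in the drug-sensitive parental line KB-3-1 was scored as loss of CellTiter-Glo luminescence following 72 h incubation with compound. Values come from curve fitting of normalized concentration-response data.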
# IL1B secr inh: blocks inflammasome-driven IL-1 beta release; THP-1 LPS/ATP IL-1B secretion, AlphaLISA, 16 h; hits give low values; 360,000 compounds, 4.7% hits; activity change, % at 57.5 µM; in the data active = activity change below about -50%; inconclusive = mostly about -30% to -49%; note: % is set by controls: 0 for no effect and ±100 for the full control effect
#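 THP-1 cells pretreated 1 hr with compounds (up to 57.5 uM final), then stimulated with LPS (250 ng/mL final) plus ATP (1.25 mM final); secreted IL-1B measured by AlphaLISA after 16 hr, decreased signal indicating inhibition.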
# HT1080 IDH1KD tx: HT-1080 IDH1 knockdown cell toxicity (counter line). 360,000 compounds, 2% hits. Potency, µM (highest dose often 46.1 µM), without a hit: at the highest dose activity, negative = toxicity, hits mostly cytotoxic. HT-1080 IDH1 knockdown viability, ATP luminescence, 48 h. AID 686971;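 note: potency is the fitted concentration of half-maximal effect; 0% = DMSO wells and -100% = cell-free medium wells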
#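 CellTiter-Glo luminescence after 48 h compound exposure at 37 degrees C of IDH1-knockdown HT-1080 cells in 5% FBS RPMI. %Activity scaled between DMSO wells and cell-free media wells, with curves fitted and assigned curve classes.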
# MCF10A rereplic: inducers of DNA re-replication in MCF 10A breast cells | MCF 10A DNA re-replication, Hoechst nuclear intensity, 48 h | 350,000 compounds, 2.9% hits | Potency, µM (doses to about 46.1 µM), for the others: at the top dose activity, positive = re-replication, actives largely listed as activators; note: potency is the fitted concentration of half-maximal effect; % of control where 0% means no effect; nearly all actives have a fitted effect of over 50% in size
# KB-V1 MDR tox: KB-V1 MDR subline cytotoxicity. KB-V1 MDR cells viability, CellTiter-Glo, 72 h. Potency, µM (top dose mostly 46.1 µM), for the others: at the highest dose activity change, negative = cytotoxicity, most hits filed as cytotoxic. 400,000 compounds, 3.4% hits. AID 1347076; note: potency is the fitted concentration of half-maximal effect; % is set by controls: 0 for no effect and ±100 for the full control effect; nearly all actives have a fitted effect of over 60% in size
#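 qHTS viability screen in drug-selected KB-V1 MDR cells: 72 h compound treatment at 37 degrees C, ATP luminescence end point.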
# HT1080-NT tox: kills 2HG-producing HT-1080-NT fibrosarcoma cells | AID 686970 | Potency, µM (highest dose often 46.1 µM), for the others: at the top dose activity, negative = less viability, hits mostly cytotoxic | 360,000 compounds, 1.6% hits | HT-1080-NT fibrosarcoma viability, CellTiter-Glo ATP luminescence, 48 h;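 note: NT is the 2HG producing partner of a matched IDH1 knockdown line; potency is the fitted concentration of half-maximal effect; 0% = DMSO-treated cells and -100% = media-only wells without cells; nearly all actives have a fitted effect of over 55% in size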
#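 HT-1080-NT; 750 cells/well; 5% FBS RPMI; 48 h compound, 37 degrees C; CellTiter-Glo luminescence; curve fitting and curve-class assignment.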
# * hit, by the source's call; i = inactive; ? = inconclusive; · = no result given; & = joins results of further samples; ! = repeats disagree; [ ] = dose if it differs, or a comment. Unless noted, calls come from the whole dose curve; as a rule, active = well fitted curve in the direction sought with a large enough effect; inconclusive = small, poorly fitted or top-dose-only effect, or another doubt; inactive = no such curve, though single readings can be large; an effect the other way counts as inactive or inconclusive. This is a random part of the collection; any-hit rate near 11%.
Structure,HT1080-NT tox,S2 tox,SW480 rereplic,ATXN2 expr inh,MCF10A rereplic,KB-V1 MDR tox,HT1080 IDH1KD tx,KB-3-1 cytotox,IL1B secr inh
O=C1c2cc(Cl)ccc2OC2(CCNCC2)C12CC(c1ccccc1)=NO2 (centres undefined),-11%,?,?,?,-24%,-19%,-2%,-20%,?
c1coc(CSc2ncnc3c2oc2ccccc23)c1,-8%,i,-91%[inhibitor],57%[activator],-2%,6%,-12%,1%,4
CC1CCC(NC(=O)c2ccc(COc3ccccc3)o2)CC1 (centres undefined),-12%,i,?,8%,4%,-14%,-8%,-4%,-8
Cc1cc2sc3ccccc3c(=O)c2c(C)c1O,-1%,·,2%,72%[activator],11%,18µM*,-18%,?,9
CC1CCC(NC(=O)c2ccc(CNc3c(NC4CCCCC4)c(=O)c3=O)cc2)CC1 (centres undefined),-1%,i,-7%,9%,-3%,1%,4%,-7%,-4
Cc1cc(N/N=C/c2ccc(O)cc2O)nc(-c2ccccc2O)n1,?,?,?,?,?,?,?,?,-77*
O=c1cc(-c2ccccc2)c2cc3c(cc2[nH]1)OCCO3,-10%,i,4%,-15%,23%,-12%,-13%,-13%,-13
O=S(=O)(c1ccc(SCc2ccccc2)nc1)N1CCCC1,3%[9.24 µM],i,?,2%,?,?,-18%,-3%,0
N#CC1=C(N)C(C#N)(C#N)[C@H](c2c(F)cccc2F)[C@H]2CC3(CC=C12)OCCO3,?,?,3.3µM*,?,4.1µM*,?,10µM*,6.5µM*,40
COc1ccc(CNC(=S)N/N=C/c2ccc(OC)c(OC)c2)cc1,-9%,i,2%,8%,23%,0%,?,0%,8
CCNS(=O)(=O)c1ccc(CCC(=O)N2CCN(C(=O)OCC)CC2)cc1,2%,i,-4%,·,-2%,6%,4%,4%,2
Cc1c(NC(=O)c2ccc3c(c2)C(=O)N(Cc2ccco2)C3=O)cccc1C(=O)O,7%,i,-10%,-13%,-21%,4%,14%,1%,-3

# Single entries from the list:
# SW480 rereplic with Cc1c(NC(=O)c2ccc3c(c2)C(=O)N(Cc2ccco2)C3=O)cccc1C(=O)O reads -10%
# HT1080-NT tox with c1coc(CSc2ncnc3c2oc2ccccc23)c1 reads -8%
# MCF10A rereplic with N#CC1=C(N)C(C#N)(C#N)[C@H](c2c(F)cccc2F)[C@H]2CC3(CC=C12)OCCO3 reads 4.1µM*

# Full records, quoted from the list. Values in the order: HT1080-NT tox	S2 tox	SW480 rereplic	ATXN2 expr inh	MCF10A rereplic	KB-V1 MDR tox	HT1080 IDH1KD tx	KB-3-1 cytotox	IL1B secr inh
# `CCNS(=O)(=O)c1ccc(CCC(=O)N2CCN(C(=O)OCC)CC2)cc1` reads 2%	i	-4%	·	-2%	6%	4%	4%	2
# `N#CC1=C(N)C(C#N)(C#N)[C@H](c2c(F)cccc2F)[C@H]2CC3(CC=C12)OCCO3` reads ?	?	3.3µM*	?	4.1µM*	?	10µM*	6.5µM*	40
# `CC1CCC(NC(=O)c2ccc(CNc3c(NC4CCCCC4)c(=O)c3=O)cc2)CC1` (centres undefined) reads -1%	i	-7%	9%	-3%	1%	4%	-7%	-4
# `O=C1c2cc(Cl)ccc2OC2(CCNCC2)C12CC(c1ccccc1)=NO2` (centres undefined) reads -11%	?	?	?	-24%	-19%	-2%	-20%	?

# The main list resumes, starting 2 compounds before the break.
Structure,HT1080-NT tox,S2 tox,SW480 rereplic,ATXN2 expr inh,MCF10A rereplic,KB-V1 MDR tox,HT1080 IDH1KD tx,KB-3-1 cytotox,IL1B secr inh
CCNS(=O)(=O)c1ccc(CCC(=O)N2CCN(C(=O)OCC)CC2)cc1,2%,i,-4%,·,-2%,6%,4%,4%,2
Cc1c(NC(=O)c2ccc3c(c2)C(=O)N(Cc2ccco2)C3=O)cccc1C(=O)O,7%,i,-10%,-13%,-21%,4%,14%,1%,-3
COc1ccc(NC(=O)C(c2ccccc2)N(C)C(=O)CNC(C)=O)cc1 (centres undefined),8%,i,0%,5%,3%,-6%,8%,6%,0
CCOC(=O)NCc1ccc2c(c1)cc(C)n2C,10%,i,5%,12%,70%[0.0737 µM],-2%,8%,5%,-21
COCCn1c(Cc2ccccc2)nnc1SCc1ccc([N+](=O)[O-])cc1,19%,i,1%,-9%,-6%,-4%,10%,0%,-9
CCC1CCCCN1S(=O)(=O)c1ccc(C(=O)Nc2nnc(C3=COCCO3)o2)cc1 (centres undefined),-24%,i,12%,-21%,28%,?,?,?,-12
O=C(NC1CCCCC1)c1cc([N+](=O)[O-])ccc1N1CCOCC1,0%,i,0%,9%,-2%,?,-11%,-4%,-13
CC(C)NC(=O)C1(C)CCN1C(=O)C1(c2ccccc2)CC1 (centres undefined),27%,i,·,1%,·,3%,10%,0%,26
COc1ccc(N=C2SC(CC(=O)Nc3ccccc3)C(=O)N2CC2CCCO2)cc1 (centres undefined),-17%,i,-6%[9.22 µM],-5%,-22%,3%,-14%,-2%,?
CN1/C(=C/C(=O)CSc2ccccc2C(=O)O)C(C)(C)c2ccccc21,2%,i,2%,·,10%,?,-8%,1%,8
CCC(=O)N(Cc1ccco1)c1nc(C(=O)Nc2ccc(Cl)cc2)c(C)s1,-6%,i,-5%,·,?,9%,-23%,-5%,-7
Cc1c(Nc2nc(-c3ccccc3)cs2)c(=O)n(-c2ccccc2)n1C,-3%,i,0%,14%,-3%,?,2%,-10%,-5
CCc1ccc(NC(=O)Cn2cnc3sc(C)c(S(=O)(=O)N4CCOCC4)c3c2=O)cc1,-2%,i,?,-19%,?,33%,-20%,?,-17
O=C(Oc1ccc2ccccc2c1)C1CCC1,4%,i,-24%[1.84 µM],0%,-3%,0%,2%,5%,28
CCc1cc2c(=O)[nH]c(Cc3ccc(OC)cc3)nc2s1,-10%,i,-1%,6%,12%,?,-2%,0%,0
Cc1ccc(-n2nc(N)c3c(=O)oc(N(C)C)nc32)cc1,9%,i,-8%,4%,2%,8%,0%,21%,-14
CCN(C(=O)C1CCC(CNS(=O)(=O)c2cccc3nsnc23)CC1)c1cccc(C)c1 (centres undefined),·,?,·,-22%,·,?,·,-3%,·
COc1ccc2c(c1)Sc1ccccc1N2CCN(C)C,-28%,i,13%,-3%,-1%,-25%,-30%,?,?
O=C(N/N=C/c1cccs1)C(O)c1ccccc1 (centres undefined),3%,i,-8%,·,-1%,16%,1%,0%,-3
COc1cccc(C2C3=C(N=c4s/c(=C\c5cccc(O)c5)c(=O)n42)c2ccccc2CC3)c1OC (centres undefined),-23%,i,?,0%,9%,16µM*,?,?,-57*
CNC(=O)C(=O)Nc1c(O)c2ccccc2[nH]c1=O,27%,i,-2%,-14%,6%,-3%,12%,-5%,-8
CCOC(=O)c1ccc(NC(=O)Nc2ccn(C)n2)cc1,2%,i,15%,60%[activator],6%,16µM*,?,-26%,-10
COc1cccc(C(=O)CN2CCN(S(=O)(=O)c3ccc(Br)cc3)CC2)c1,4%,i,-2%,-6%,-4%,1%,8%,8%,40
CC(=O)c1ccc(N2CCN(C(=O)COc3ccc(F)cc3)CC2)c(F)c1,-5%,i,-7%,-9%,-2%,?,-6%,0%,-16
COc1ccccc1NC(=O)N1CCN(c2ccc3nnc(-c4ccc(F)cc4)n3n2)CC1,26µM*,·,-1%,18µM*!,15%,?,?,8%&12%,-52*
Cc1cccc(C)c1OCc1cn(CC(=O)c2ccc(O)cc2)nn1,1%,i,-9%,3%,-5%,13%,0%,10%,0
Cc1cc(NC(=O)c2ccc(Cl)cc2)no1,5%,i,-10%,50%[activator],6%,11%,20%,10%,0
CC(=O)c1cc(C#N)c(N(C)Cc2ccccc2)nc1C,-2%,i,-2%,14%,19%,-1%,-1%,14%,73
N#Cc1ccsc1NC(=O)c1ccc2ncsc2c1,5%,i,·,·,·,-24%,1%,5%,-19
O=[N+]([O-])c1ccc(C[n+]2cccc(O)c2)cc1,13%,i,2%,14%,-3%,17%,13%,?,0
CCO[C@@H]1OC(C(N)=O)=C[C@H](C2CCCCC2)[C@H]1CCCO,-4%,i,-8%,1%,-5%,?,0%,-2%,4
Cc1cc(C(=O)COC(=O)C2CCN(C(=O)c3ccc(Cl)cc3)CC2)c(C)n1CC1CCCO1 (centres undefined),-7%,i,-1%,23%,-2%,7%,-8%,-1%,7
CCOc1ccc(S(=O)(=O)/N=C(/c2ccccc2)N(C)C)cc1,12%,i,-4%,-9%,-13%,6%,8%,4%,10
CCOc1ccccc1N(C(=O)Nc1cccc(Cl)c1)C1=NC(C)CS1 (centres undefined),0%,i,1%,4%,7%,2%,1%,24%,-1
O=C(NCc1ccc2c(c1)OCO2)C1CC(c2ccc(Cl)c(Cl)c2)=NO1 (centres undefined),-26%,i,0%,-3%,2.6µM*,1%,?,0%,?
CC(=O)c1c(C)n([O-])c2ccc(C)cc2[n+]1=O,4%,i,6%,-6%,4%,-17%,3%,-13%,-8
COc1ccc(-n2nc(C(=O)NCC(=O)N3CCC(C(N)=O)CC3)c3ccccc3c2=O)cc1OC,12%,i,-6%,0%,-7%,-7%,-1%,-14%,15
O=C(Nc1ccnc(-c2cccnc2)n1)c1ccccc1Cl,15%,i,-9%,-10%,1%,?,12%[9.24 µM],29%,-18

# Screens deposited in PubChem BioAssay by National Center for Advancing Translational Sciences (NCATS).
